Bioassay records: PubChem BioAssay, Sanford-Burnham Center for Chemical Genomics
GRIN3A LBD mod: modulators (binders) of human NR3A ligand-binding domain; NR3A LBD differential scanning fluorimetry, Tm shift; 0% = protein alone, 100% = glycine-bound protein; Tm shift relative to glycine control, % at 25 µM; hit rate 2.5% among 340,000;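 active means melting temperature shift of at least 10% of the positive control shift, at one fixed dose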
MPTP block: inhibitors of mitochondrial permeability transition pore; isolated mouse mitochondria, Ca2+ swelling absorbance, 30 min; inhibition, % at 10 µM; hit rate 1.4% among 360,000;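 active means inhibition of 50% or more, scaled per plate between neutral and stimulator controls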;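 further: 0% = DMSO wells given calcium and 100% = 1 mM EGTA wells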
APOBEC3A inh: inhibitors of human APOBEC3A DNA deaminase. P31941. inhibition, % at 20 µM. recombinant A3A, FAM/TAMRA ssDNA deamination fluorescence. hit rate 0.41% among 330,000;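 active means at least 40% inhibition at 20 µM here, with at most 30% in a related deaminase screen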;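 further: plate controls were A3A with DMSO for no effect and wells lacking A3A enzyme for full effect; some results filed as inactive read as strong as hits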
Target sequence (P31941 whole entry, looked up): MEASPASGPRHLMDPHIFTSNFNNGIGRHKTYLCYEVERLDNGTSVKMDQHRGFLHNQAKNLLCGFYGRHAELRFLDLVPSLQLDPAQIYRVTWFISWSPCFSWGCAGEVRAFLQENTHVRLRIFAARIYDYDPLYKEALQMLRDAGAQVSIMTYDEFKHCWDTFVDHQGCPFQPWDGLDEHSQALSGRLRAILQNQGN
EBI2 block: blocks human EBI2 receptor beta-arrestin signaling | P32249 | EBI2 beta-arrestin recruitment, luminescence, 7a,25-OHC stimulated | inhibition, % at 5 µM | hit rate 0.81% among 360,000 | AID 651636; in the data active means inhibition above about 38%;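 further: enzyme fragment complementation signal reports receptor beta-arrestin coupling in cells; 0% = agonist plus DMSO wells and 100% = wells without agonist; some results beyond the cut were filed as inactive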
CCR6 antagonist: CCR6 (human) receptor antagonism. P51684. CHO-K1 CCR6 PathHunter beta-arrestin, luminescence, CCL20-stimulated. inhibition, % at 20 µM. hit rate 0.49% among 340,000. AID 493098;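 active means compounds whose inhibition of the agonist-driven luminescence signal at 20 µM reaches about 50%, limit read from the data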;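 further: cells stimulated with CCL20 at 14 nM final; plate controls were DMSO with CCL20 for no effect and DMSO without agonist for full effect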
Gli-Sufu antag: antagonists of Gli-Sufu signaling; AID 588413; inhibition, % at 5 µM; hit rate 0.74% among 340,000; Sufu-KO-LIGHT fibroblasts, Gli luciferase reporter luminescence;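 active means inhibition above about 55%, limit read from the data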;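 further: 0% = DMSO-treated cells and 100% = wells with medium but no cells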
A3G deaminase: blocks human APOBEC3G single-stranded DNA deamination; AID 493012; inhibition, % at 20 µM; recombinant A3G, ssDNA deamination FAM/TAMRA fluorescence; Q9HC16; hit rate 0.28% among 330,000;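 active means inhibition of at least 40% at 20 µM, with no more than 30% in the related APOBEC3A deaminase screen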;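 further: plate controls were DMSO wells with A3G for no effect and wells lacking A3G enzyme for full effect; some compounds called inactive have numbers as strong as hits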
Target sequence (Q9HC16 whole entry, looked up): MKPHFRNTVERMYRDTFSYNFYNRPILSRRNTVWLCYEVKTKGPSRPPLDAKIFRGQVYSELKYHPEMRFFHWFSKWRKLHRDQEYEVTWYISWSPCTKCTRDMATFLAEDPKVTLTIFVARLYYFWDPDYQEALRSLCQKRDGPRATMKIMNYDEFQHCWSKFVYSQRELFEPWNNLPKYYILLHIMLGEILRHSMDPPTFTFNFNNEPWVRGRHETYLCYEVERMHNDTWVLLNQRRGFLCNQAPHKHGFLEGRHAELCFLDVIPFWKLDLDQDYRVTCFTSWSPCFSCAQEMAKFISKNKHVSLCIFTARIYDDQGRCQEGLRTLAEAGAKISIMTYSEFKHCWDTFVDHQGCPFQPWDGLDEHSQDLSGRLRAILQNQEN
CXCR6 block: blocks human CXCR6 beta-arrestin recruitment; O00574; CHO-K1 PathHunter CXCR6 beta-arrestin, luminescence; inhibition, % at 20 µM; hit rate 0.36% among 360,000; in the data active means inhibition above about 34%, passing the limit was not always enough;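 further: antagonist mode with CXCL16 agonist at 10 nM final; 0% = 10 nM CXCL16 with DMSO and 100% = unstimulated wells without agonist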
Target sequence (O00574 whole entry, looked up): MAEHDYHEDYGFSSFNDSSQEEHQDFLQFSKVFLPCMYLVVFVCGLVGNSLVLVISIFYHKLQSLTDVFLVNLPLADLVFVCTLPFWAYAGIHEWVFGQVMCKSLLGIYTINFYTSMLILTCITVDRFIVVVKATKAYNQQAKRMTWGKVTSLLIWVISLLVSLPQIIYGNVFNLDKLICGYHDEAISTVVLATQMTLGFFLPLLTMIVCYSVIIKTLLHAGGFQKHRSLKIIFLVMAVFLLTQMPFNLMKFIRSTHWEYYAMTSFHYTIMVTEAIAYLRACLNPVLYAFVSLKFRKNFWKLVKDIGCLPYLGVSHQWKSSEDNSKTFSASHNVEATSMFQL
An asterisk follows results filed as active.

For COc1ccc(NC(=S)NC2CCCCC2)cn1 the results were GRIN3A LBD mod 1, MPTP block 1.3, APOBEC3A inh 4, EBI2 block -3, CCR6 antagonist 7, Gli-Sufu antag -6, A3G deaminase -14 and CXCR6 block 8.
Screening COc1ccc2c(c1)[C@H]1[C@H](CO2)[C@H](c2ccccc2)[C@]2(C)C(=O)Nc3ccc(F)cc3C(=O)N12 returned GRIN3A LBD mod 3, MPTP block -0.2, APOBEC3A inh 1, EBI2 block 15, CCR6 antagonist 4, Gli-Sufu antag 7, A3G deaminase 5 and CXCR6 block 16.
Screening COc1ccc(CCNC(=O)CCn2c(=O)oc3ccccc32)cc1 returned GRIN3A LBD mod 0, MPTP block -0.1, APOBEC3A inh -5, EBI2 block 7, CCR6 antagonist 5, Gli-Sufu antag 1, A3G deaminase -10 and CXCR6 block -2.
Screening CCC(=O)Oc1ccc2c(c1)OC1(OC(C)=O)OC(C)CC1=C2C (stereo not given) returned GRIN3A LBD mod -1, MPTP block -0.1, APOBEC3A inh 1, EBI2 block -9, CCR6 antagonist 7, Gli-Sufu antag -4, A3G deaminase 1 and CXCR6 block 2.
Cn1c(=O)n(C)c2cc(NC(=O)CSc3nc4ccccc4c(=O)[nH]3)ccc21 was read as GRIN3A LBD mod -2, MPTP block -1.2, APOBEC3A inh 1, EBI2 block -2, CCR6 antagonist 10, Gli-Sufu antag -20, A3G deaminase -3 and CXCR6 block -2.
For CCc1ccccc1NC(=O)C(C)n1nc([N+](=O)[O-])c(Br)c1C (stereo not given) the results were GRIN3A LBD mod 1, MPTP block 3.7, APOBEC3A inh 0, EBI2 block 2, CCR6 antagonist 9, Gli-Sufu antag 14, A3G deaminase -4 and CXCR6 block -2.
CSc1nnc(-c2cnccn2)n1C was read as GRIN3A LBD mod 2, MPTP block -1.7, APOBEC3A inh -3, EBI2 block -12, CCR6 antagonist 4, Gli-Sufu antag 1, A3G deaminase -4 and CXCR6 block -2.
O=C(CNC(=O)c1ccc(-c2ccccc2)cc1)Nc1cccc(CO)c1 was read as GRIN3A LBD mod -2, MPTP block 0.0, APOBEC3A inh -7, EBI2 block 0, CCR6 antagonist -1, Gli-Sufu antag -62, A3G deaminase -4 and CXCR6 block 2.
`CCC(=O)Nc1c(-c2ccc(Cl)cc2)c(=O)c2ccccc2n1C` gave GRIN3A LBD mod 2, MPTP block 0.4, APOBEC3A inh 1, EBI2 block -16, CCR6 antagonist 2, Gli-Sufu antag -1, A3G deaminase -2 and CXCR6 block -6.
For Cc1c(Nc2ccc3nonc3c2[N+](=O)[O-])c(=O)n(-c2ccccc2)n1C the results were GRIN3A LBD mod -1, MPTP block 0.1, APOBEC3A inh 4, EBI2 block 5, CCR6 antagonist 8, Gli-Sufu antag -4, A3G deaminase 3 and CXCR6 block -3.
`O=C(Cn1nc(-c2ccc(F)cc2)ccc1=O)Nc1ccc(C(=O)NC2CC2)cc1` gave GRIN3A LBD mod 1, MPTP block -0.4, APOBEC3A inh -5, EBI2 block -5, CCR6 antagonist 13, Gli-Sufu antag 1, A3G deaminase -6 and CXCR6 block -6.
For CC(C)(C)c1ccc(OC2=CS(=O)(=O)c3ccccc32)cc1 the results were GRIN3A LBD mod 0, MPTP block 0.0, APOBEC3A inh -1, EBI2 block -15, CCR6 antagonist 27, Gli-Sufu antag -37, A3G deaminase -3 and CXCR6 block 2.
For COc1ccc(CCN=C(N)NS(=O)(=O)c2ccc(C)cc2)cc1OC the results were GRIN3A LBD mod 0, MPTP block -0.2, APOBEC3A inh -2, EBI2 block 3, CCR6 antagonist 10, Gli-Sufu antag -11, A3G deaminase -4 and CXCR6 block -2.
`CCOC(=O)c1[nH]c(C)c(C(=O)Nc2ccc(C)c(C)c2)c1C` gave GRIN3A LBD mod 0, MPTP block -2.4, APOBEC3A inh -4, EBI2 block 0, CCR6 antagonist 17, Gli-Sufu antag -21, A3G deaminase -8 and CXCR6 block 4.
CC1CN(C(=O)C(C)Sc2nnnn2C)CC(C)O1 (stereo not given) was read as GRIN3A LBD mod 0, MPTP block 0.0, APOBEC3A inh -1, EBI2 block -7, CCR6 antagonist -20, Gli-Sufu antag 13, A3G deaminase 2 and CXCR6 block 1.
COc1ccccc1OCCC(=O)Nc1nc(C)cs1 was read as GRIN3A LBD mod 0, MPTP block 0.1, APOBEC3A inh 0, EBI2 block 2, CCR6 antagonist 8, Gli-Sufu antag -7, A3G deaminase -4 and CXCR6 block 2.
COc1ccc2c(c1O)Cc1ccccc1C2=O was read as GRIN3A LBD mod -11, MPTP block -0.5, APOBEC3A inh 5, EBI2 block 1, CCR6 antagonist 45, Gli-Sufu antag 22, A3G deaminase -7 and CXCR6 block 11.
For COc1ccc2c(-c3cccnc3)cc(=O)[nH]c2c1 the results were GRIN3A LBD mod 0, MPTP block -0.3, APOBEC3A inh 3, EBI2 block -7, CCR6 antagonist 2, Gli-Sufu antag 0, A3G deaminase 0 and CXCR6 block -8.
For O=C(COC(=O)c1ccc(S(=O)(=O)Nc2ccccc2)cc1)NCc1ccco1 the results were GRIN3A LBD mod 2, MPTP block 1.8, APOBEC3A inh 2, EBI2 block 1, CCR6 antagonist 9, Gli-Sufu antag -6, A3G deaminase 1 and CXCR6 block 1.
`O=C(/C=C/c1ccccc1)NC(N1CCOCC1)C(Cl)(Cl)Cl` (stereo not given) gave GRIN3A LBD mod -1, MPTP block 1.2, APOBEC3A inh -2, EBI2 block -10, CCR6 antagonist 2, Gli-Sufu antag -3, A3G deaminase -4 and CXCR6 block -7.
For O=C(O)c1ccccc1OCC1CCCO1 (stereo not given) the results were GRIN3A LBD mod -1, MPTP block -0.6, APOBEC3A inh -5, EBI2 block -7, CCR6 antagonist -4, Gli-Sufu antag -7, A3G deaminase -3 and CXCR6 block 0.
O=C(NNC(=S)NCc1ccccc1)c1ccccc1OC(F)F was read as GRIN3A LBD mod -1, MPTP block 1.6, APOBEC3A inh 0, EBI2 block 3, CCR6 antagonist 14, Gli-Sufu antag -8, A3G deaminase 0 and CXCR6 block 5.
`O=C(Nc1ccc(C(=O)O)cc1)/C(=C\c1ccc([N+](=O)[O-])cc1)NC(=O)c1ccc(Br)cc1` gave GRIN3A LBD mod -4, MPTP block -0.8, APOBEC3A inh -1, EBI2 block 6, CCR6 antagonist 8, Gli-Sufu antag 5, A3G deaminase 1 and CXCR6 block 12.
C/C(=N\NC(=O)c1cc2ccccc2cc1O)c1ccc2c(c1)OCO2 was read as GRIN3A LBD mod 8, MPTP block 3.3, APOBEC3A inh 0, EBI2 block 18, CCR6 antagonist 5, Gli-Sufu antag -16, A3G deaminase -7 and CXCR6 block -12.
For CCOC(=O)C1CCN(c2ncnc3c(C)csc23)CC1 the results were GRIN3A LBD mod -1, MPTP block 19, APOBEC3A inh 5, EBI2 block 1, CCR6 antagonist -21, Gli-Sufu antag -3, A3G deaminase 0 and CXCR6 block -1.
For COc1cccc2cc(C(=O)NCc3ccco3)c(=O)oc12 the results were GRIN3A LBD mod -5, MPTP block 0.9, APOBEC3A inh -2, EBI2 block 2, CCR6 antagonist 11, Gli-Sufu antag -6, A3G deaminase -5 and CXCR6 block 2.
For CCOCc1cc(=O)[nH]c(SC)n1 the results were GRIN3A LBD mod -4, MPTP block 0.4, APOBEC3A inh -2, EBI2 block 0, CCR6 antagonist 3, Gli-Sufu antag -6, A3G deaminase -8 and CXCR6 block -7.
For O=C(Nc1ccc(C(=O)O)cc1)/C(=C\c1ccc2c(c1)OCO2)NC(=O)c1ccc(Br)cc1 the results were GRIN3A LBD mod 0, MPTP block -1.4, APOBEC3A inh 0, EBI2 block -8, CCR6 antagonist 18, Gli-Sufu antag -6, A3G deaminase -1 and CXCR6 block 0.
For O=S(=O)(c1ccccc1)c1nc(NCc2ccccc2)sc1Cl the results were GRIN3A LBD mod -19, MPTP block 9.3, APOBEC3A inh -4, EBI2 block -8, CCR6 antagonist 14, Gli-Sufu antag -14, A3G deaminase -4 and CXCR6 block 7.
Cc1ccsc1C(=O)OCC(=O)N1CCOCC1 was read as GRIN3A LBD mod -7, MPTP block -2.7, APOBEC3A inh 3, EBI2 block 8, CCR6 antagonist 3, Gli-Sufu antag -25, A3G deaminase 2 and CXCR6 block -10.
For COc1ccccc1N1CCN(S(=O)(=O)c2ccc(F)cc2)CC1 the results were GRIN3A LBD mod 1, MPTP block 0.0, APOBEC3A inh -5, EBI2 block -3, CCR6 antagonist 3, Gli-Sufu antag -4, A3G deaminase -9 and CXCR6 block 4.
For O=[N+]([O-])c1ccccc1-c1ccc(C(=S)N2CCCCC2)o1 the results were GRIN3A LBD mod -1, MPTP block 1.6, APOBEC3A inh -6, EBI2 block 7, CCR6 antagonist 0, Gli-Sufu antag -39, A3G deaminase -8 and CXCR6 block 0.
For O=C1C2C3C=CC(C3)C2C(=O)N1c1ccc(S(=O)(=O)Nc2nccs2)cc1 (stereo not given) the results were GRIN3A LBD mod 1, MPTP block 2.2, APOBEC3A inh 8, EBI2 block -6, CCR6 antagonist 3, Gli-Sufu antag -15, A3G deaminase -2 and CXCR6 block -2.
Screening O=C(COc1ccccc1)Nc1nnc(COc2ccccc2)s1 returned GRIN3A LBD mod 0, MPTP block 1.2, APOBEC3A inh -1, EBI2 block 3, CCR6 antagonist 13, Gli-Sufu antag -6, A3G deaminase -3 and CXCR6 block 3.
Screening CC(C)C(=O)Nc1cccc(NC(=S)NC(=O)C(c2ccccc2)c2ccccc2)c1 returned GRIN3A LBD mod -3, MPTP block 9.7, APOBEC3A inh -1, EBI2 block 27, CCR6 antagonist 13, Gli-Sufu antag -11, A3G deaminase -3 and CXCR6 block 9.
`N#Cc1ccc(N2CCCNCC2)nc1` gave GRIN3A LBD mod -1, MPTP block -1.0, APOBEC3A inh -2, EBI2 block -7, CCR6 antagonist 15, Gli-Sufu antag 3, A3G deaminase -7 and CXCR6 block -8.
`COc1ccccc1C(=O)COC(=O)c1cc(=O)[nH]c2ccccc12` gave GRIN3A LBD mod 0, MPTP block -0.9, APOBEC3A inh 0, EBI2 block -5, CCR6 antagonist 10, Gli-Sufu antag -11, A3G deaminase -9 and CXCR6 block 0.
O=C(Nc1nc2ccccc2[nH]1)C12CC3CC(CC(C3)C1)C2 was read as GRIN3A LBD mod -4, MPTP block 1.4, APOBEC3A inh -3, EBI2 block -9, CCR6 antagonist 2, Gli-Sufu antag -78, A3G deaminase -3 and CXCR6 block -9.
Screening CCCCCc1cc(=O)oc2c(C(CCN3CCCC3)c3ccc(N(C)C)cc3)c(OC)cc(OC)c12 (stereo not given) returned GRIN3A LBD mod -5, MPTP block -2.1, APOBEC3A inh 3, EBI2 block -7, CCR6 antagonist -13, Gli-Sufu antag 20, A3G deaminase -3 and CXCR6 block -10.
For CCOc1ccc(C2CC(=O)NC2=O)cc1 (stereo not given) the results were GRIN3A LBD mod 0, MPTP block 0.1, APOBEC3A inh -1, EBI2 block 1, CCR6 antagonist 12, Gli-Sufu antag 5, A3G deaminase -4 and CXCR6 block -2.
Screening Cn1c(=O)[nH]c(=O)c2c1nc(NCCN)n2CCOc1ccccc1 returned GRIN3A LBD mod 1, MPTP block -1.4, APOBEC3A inh -6, EBI2 block -5, CCR6 antagonist 0, Gli-Sufu antag 11, A3G deaminase -4 and CXCR6 block -16.
Screening OCCC1CN(Cc2cc3c(cc2Cl)OCO3)CCN1C1CCCCC1 (stereo not given) returned GRIN3A LBD mod -2, MPTP block 1.9, APOBEC3A inh -5, EBI2 block 6, CCR6 antagonist 16, Gli-Sufu antag 24, A3G deaminase -5 and CXCR6 block 8.

Random excerpt: 2 entries already listed
For CCOCc1cc(=O)[nH]c(SC)n1 the results were GRIN3A LBD mod -4, MPTP block 0.4, APOBEC3A inh -2, EBI2 block 0, CCR6 antagonist 3, Gli-Sufu antag -6, A3G deaminase -8 and CXCR6 block -7.
Screening O=C(COc1ccccc1)Nc1nnc(COc2ccccc2)s1 returned GRIN3A LBD mod 0, MPTP block 1.2, APOBEC3A inh -1, EBI2 block 3, CCR6 antagonist 13, Gli-Sufu antag -6, A3G deaminase -3 and CXCR6 block 3.
